Screening results as filed in PubChem.
SKKanGAS inh – SKKanGAS growth inhibition. S. pyogenes SKKanGAS, kanamycin growth, BacTiter-Glo, 6 h. inhibition, % at 7.5 µM. hit rate 1.3% among 300,000;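 active = mean replicate score, as percent of positive control median, at least 50; inconclusive = mean below 50 but one replicate at or above 50; inactive = mean and every replicate below 50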;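 note: strain carries kanamycin resistance gene driven by streptokinase promoter and grows in 40 µg/ml kanamycin; loss of luminescence reflects streptokinase promoter inhibition or plain growth inhibition; 0% = median of DMSO wells and 100% = positive control at its reference dose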
TMEM16A inh – mouse TMEM16A channel inhibition, primary screen; Q8BHY3; HEK293 TMEM16A/YFP iodide influx fluorescence, ionomycin; normalized B-score (activity score, 25-100; higher = stronger inhibition) at 10 µM; hit rate 1.2% among 310,000; AID 588511;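 active = ratio plate-corrected score three or more library SD toward inhibition, starting fluorescence score within five deviations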;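 note: score derived from kinetic fluorescence span divided by baseline fluorescence per well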
RGS4 block – human RGS4 inhibition; hit rate 0.45% among 310,000; B-score at 10 µM; AID 463165; HEK293 M3R/RGS4 inducible, Fluo-4 calcium flux; stronger effect = higher value; triggered by carbachol at its EC20;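 active = B-score, a plate-corrected calcium signal, over three deviations above library mean, with baseline fluorescence within five deviations of library mean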;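 note: RGS4 expression induced by doxycycline in cells with stable M3 receptor; B-score is computed from the integrated fluorescence ratio over baseline after carbachol; higher B-score means a larger calcium signal and so more RGS4 inhibition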
Target sequence (P49798 whole entry, looked up): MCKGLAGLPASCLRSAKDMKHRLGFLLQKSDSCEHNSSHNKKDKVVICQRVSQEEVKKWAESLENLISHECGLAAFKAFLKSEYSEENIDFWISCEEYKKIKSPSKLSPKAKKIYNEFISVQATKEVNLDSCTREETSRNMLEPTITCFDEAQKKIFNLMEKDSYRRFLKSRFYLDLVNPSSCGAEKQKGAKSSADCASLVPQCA
MrgX1 ag – human MrgX1 receptor agonism, primary screen | Q96LB2 | MrgX1-HEK293 cells, Fluo-4 calcium fluorescence, agonist mode; stronger effect = higher value | B-score at 10 µM | hit rate 0.44% among 310,000;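 active = calcium response B-score plate-corrected fluorescence ratio at least 3 library SD, with starting fluorescence B-score inside 5 SD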
Target sequence (Q96LB2 whole entry, looked up): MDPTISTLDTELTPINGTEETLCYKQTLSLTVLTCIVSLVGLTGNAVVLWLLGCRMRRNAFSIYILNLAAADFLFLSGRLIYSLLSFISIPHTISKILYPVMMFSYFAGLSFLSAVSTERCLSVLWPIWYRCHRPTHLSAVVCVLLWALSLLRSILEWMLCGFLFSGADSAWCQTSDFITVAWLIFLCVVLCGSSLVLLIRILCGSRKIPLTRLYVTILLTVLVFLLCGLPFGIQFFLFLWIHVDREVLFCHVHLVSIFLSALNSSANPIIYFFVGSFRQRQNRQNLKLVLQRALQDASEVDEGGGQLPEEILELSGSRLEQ
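Assay system: stable human MrgX1 HEK293 cell line. Quantity: 15,000 cells per well. Schedule: cells plated overnight, dye loaded 0.5 h 37 °C, 0.5 h room temperature. Detection: Fluo-4 NW calcium-flux fluorescence, kinetic read. Read-out basis: peak-minus-minimum fluorescence over baseline, converted to B scores. Control set: positive and negative control wells on each plate.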
MrgX1 antag – human MrgX1 receptor antagonism, primary screen; Q96LB2; MRGX1-HEK293 calcium flux, Fluo-4, BAM8-22 antagonism; stronger effect = lower value; B-score at 10 µM; hit rate 1.3% among 310,000; AID 588676;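 active = calcium-response B-score plate-corrected more than 3 library SD below zero, starting fluorescence within 5 deviations, no agonist response on first addition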;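 note: peak minus trough fluorescence over baseline after final BAM8-22 challenge near maximal dose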
TMEM16A act – activates or potentiates the mouse TMEM16A chloride channel; Q8BHY3; HEK293 TMEM16A/YFP-H148Q/I152L, iodide quench fluorescence; stronger effect = lower value; B-score at 10 µM; hit rate 0.3% among 340,000; AID 623877;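 active = fluorescence-ratio B-score plate-corrected deviation score at least 3 library SD below zero, with starting fluorescence score within 5 deviations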;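 note: channel opened by trigger with iodide after compound preincubation; score built on the fluorescence ratio of max minus min over baseline; more negative score means more quench and so TMEM16A activation or potentiation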
HDAC3 inhib – inhibitors of human histone deacetylase 3; hit rate 0.15% among 320,000; AID 2718; inhibition, % at 8.3 µM; O15379; recombinant HDAC3, fluorogenic peptide/trypsin coupled, fluorescence; in the data active = inhibition above about 26%, passing the limit was not always enough; inconclusive = no clear call, values can overlap the other calls
Target sequence (O15379 whole entry, looked up): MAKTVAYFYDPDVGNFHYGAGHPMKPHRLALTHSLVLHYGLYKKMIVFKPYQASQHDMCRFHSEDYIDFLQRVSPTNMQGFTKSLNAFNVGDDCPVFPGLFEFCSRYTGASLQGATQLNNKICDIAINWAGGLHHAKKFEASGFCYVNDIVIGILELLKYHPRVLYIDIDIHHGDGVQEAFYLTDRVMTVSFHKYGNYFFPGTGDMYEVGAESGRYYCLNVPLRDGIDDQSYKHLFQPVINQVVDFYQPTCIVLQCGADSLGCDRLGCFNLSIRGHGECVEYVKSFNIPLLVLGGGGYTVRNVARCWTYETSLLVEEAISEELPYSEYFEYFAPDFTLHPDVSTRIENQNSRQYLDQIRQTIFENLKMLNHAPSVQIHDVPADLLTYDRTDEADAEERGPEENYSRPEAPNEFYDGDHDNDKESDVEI
MrgX1 PAM – allosterically activates human MrgX1 receptor signaling; Q96LB2; MrgX1-HEK293, Fluo-4 calcium flux, FDSS; stronger effect = higher value; AID 588675; B-score at 10 µM; hit rate 0.63% among 310,000;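 active = plate-corrected calcium response at least 3 library SD above typical, normal starting fluorescence, not activating the receptor alone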;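 note: compound read alongside a low EC10 to EC30 dose of BAM8-22 agonist; peak minus trough fluorescence over baseline measured at the second addition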
RGS4 pot – potentiators or activators of RGS4 | HEK293 M3R/inducible RGS4, carbachol calcium flux Fluo4; stronger effect = lower value | B-score at 10 µM | hit rate 0.92% among 310,000;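 active = B-score of the integrated calcium signal more than 4 SD below the library mean, with starting fluorescence not abnormally high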;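 note: negative B-score means reduced calcium response which marks RGS4 activation or potentiation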
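Assay system: Inducible-RGS4 HEK293 cells carrying M3 receptor | Schedule: Compound preincubation 20 min at room temperature before agonist | Signal: Kinetic calcium fluorescence imaging with Fluo4-AM dye, 2 µM | Read-out basis: B score from integrated fluorescence ratio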
TRPC6 activator – activators of mouse TRPC6 channel; AID 2550; hit rate 0.13% among 310,000; B-score at 10 µM; Q61143; HEK293-TRPC6 membrane potential dye fluorescence; stronger effect = higher value;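 active = B-score of the integrated fluorescence ratio above library mean plus 3 SD, and starting fluorescence ratio within library mean plus 5 SD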;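 note: higher score means more depolarization so channel activation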
TRPC6 inhibitor – mouse TRPC6 channel inhibition; hit rate 1.1% among 310,000; HEK293-TRPC6, membrane potential dye, ACh-evoked depolarization; stronger effect = lower value; B-score at 10 µM; Q61143; AID 2553;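 active = B-score under library mean minus 3 SD, initial fluorescence not abnormally high, positive integrated signal ratio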;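 note: B-score derived from integrated fluorescence ratio over the kinetic read; more negative B-score means stronger inhibition of depolarization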
The depositor's hits bear a star; i = inactive; ? = inconclusive; . = not tested or not shown.

SMILES	SKKanGAS inh	TMEM16A inh	RGS4 block	MrgX1 ag	MrgX1 antag	TMEM16A act	HDAC3 inhib	MrgX1 PAM	RGS4 pot	TRPC6 activator	TRPC6 inhibitor
CCOc1ccc(NC(=O)CN(C)C(=O)CCCc2nc3ccccc3c(=O)[nH]2)cc1OCC	-0.9	i	i	i	i	i	7.7	i	i	i	i
COc1cc(/C=N/NC(=O)c2ccc(NC(=O)C3CC3)cc2)ccc1OC(C)=O	-8.2	i	i	i	i	i	3.4	i	i	i	i
CN1CCN(S(=O)(=O)c2ccc(Cl)c3ccccc23)CC1	1.5	i	i	i	i	i	1.3	i	i	i	i
CCCCCCCCCOC(=O)C[n+]1csc(CCO)c1C	8.6	i	i	i	i	i	-6.4	i	i	i	i
O=C(CCSc1nc(-c2ccco2)cc(C(F)(F)F)n1)N1CCN(c2ccccn2)CC1	5.2	i	i	i	i	i	-0.2	i	i	i	-6.34*
COc1ccc(-c2ccc(CCC(=O)O)n2NC(=O)c2ccc(O)cc2)cc1	-2.7	i	i	i	i	i	-7.3	i	i	i	i
COC(=O)c1ccc(CN2CCCC(C(=O)c3cc(F)ccc3OC)C2)cc1 (stereo not drawn)	0.5	i	i	i	i	i	-1.8	i	i	i	i
Cc1ccc(Cn2ccc(NC(=O)c3nn(C)cc3[N+](=O)[O-])n2)cc1	8.6	i	i	i	i	i	2.5	i	i	i	i
COC(=O)c1cccc(COC(=O)c2ccc(CS(=O)(=O)c3ccc(C)cc3)cc2)c1	0.2	i	i	i	i	i	-2.8	i	i	i	i
CCCCCC(=O)N1CCN(c2ccc(C(C)=O)cc2F)CC1	-4.7	i	i	i	i	i	3.4	i	i	i	i
O=C(O)c1n[nH]c2ccccc12	-0.8	i	i	i	i	i	0.2	i	i	i	i
O=C1COc2ccc(S(=O)(=O)N3CCN(c4cccc(C(F)(F)F)c4)CC3)cc2N1	-22.3	i	i	i	i	i	4.0	i	i	i	i
Cc1ccc(NC(=O)c2ccco2)c(NC(=O)C2CCCO2)c1 (stereo not drawn)	4.2	i	i	i	i	i	3.0	i	i	i	i
CCN1CCN(C(=O)c2ccccc2Nc2ccc(SC(F)F)cc2)CC1	-13.6	i	i	i	i	i	9.0	i	i	i	i
CCN(CC)CCn1c2ccccc2c2nc3ccccc3nc21	4.9	i	i	i	i	i	4.7	i	i	i	i
CCc1ccc(NC(=O)c2cc(-c3ccc4c(c3)OCO4)on2)cc1	0.6	i	i	i	i	i	3.8	i	i	i	i
CNc1cc(NS(=O)(=O)c2ccc(N)cc2)nc(NC)n1	.	i	.	i	i	i	6.7	i	.	.	.
CCn1cc(C(C)(C)C)c(C#N)c1NC(C)=O	0.2	i	i	i	i	i	1.1	i	i	i	i
Cc1ccccc1-c1nnc(SCC(=O)NC2CCCC2)n1C	-5.3	i	i	i	i	i	?	i	i	i	i
CC(C(=O)NCC1CCCO1)N1C(=O)C2C3CC(C(Br)C3Br)C2C1=O (stereo not drawn)	-4.3	i	i	i	i	i	5.7	i	i	i	i
O=C(CC(NS(=O)(=O)c1ccc(Cl)cc1)c1ccco1)NC1CCCC1 (stereo not drawn)	6.0	i	i	i	i	i	2.1	i	i	i	i
C/C(=C\C(=O)c1ccc(Br)cc1)Nc1cccc(Cl)c1	-0.5	i	i	i	i	i	9.8	i	-8.09*	i	i
CCCOC(=O)/C(C(N)=NCc1ccccc1)=C(\O)OCCC	8.7	100*	i	28.3*	i	i	15.4	i	i	i	i
Cc1cnc(C(=O)OCC(=O)c2ccc[nH]2)cn1	9.3	i	i	i	i	i	4.3	i	i	i	i
O=c1[nH]c2ccccc2nc1N1CCOCC1	0.8	i	i	i	i	i	3.3	i	i	i	i
Cc1ccc(C)c2[nH]c(=O)c(CN(CCN3CCOCC3)Cc3nnnn3CC3CCCO3)cc12 (stereo not drawn)	7.8	i	i	i	i	i	5.5	i	i	i	i
NC(=O)c1nsc(C(=O)N(c2ccc3c(c2)OCCO3)C(C(=O)NCC2CCCO2)c2ccc(F)cc2)c1N (stereo not drawn)	6.6	i	i	i	i	i	-4.1	i	i	i	i
CC1(C(=O)NC2CCCC2)CCC(=O)N1Cc1ccccc1 (stereo not drawn)	1.5	i	i	i	i	i	-4.4	i	i	i	i
Cc1ccc(N2CC(C(=O)N3CCC(C(=O)Nc4nncs4)CC3)CC2=O)cc1 (stereo not drawn)	3.2	i	i	i	i	i	-8.1	i	i	i	i
COc1ccc(Cl)c2sc(N(CCN(C)C)C(=O)CCS(=O)(=O)c3ccc(C)cc3)nc12	-5.7	i	i	i	i	i	6.8	i	i	i	i
CCC(C)(C)n1nnnc1C(c1ccc(C)cc1)N(Cc1ccco1)Cc1cccs1 (stereo not drawn)	-1.7	i	i	i	i	i	9.2	i	i	i	i
Cc1ccc(-c2nnc(C)c(N3CC(C)OC(C)C3)n2)cc1 (stereo not drawn)	-4.0	i	i	i	i	i	1.0	i	i	i	i
Cc1ccc(NS(=O)(=O)c2ccc(C(=O)OCC(=O)Nc3cc(C)on3)cc2)cc1	-0.7	.	i	.	.	i	.	.	i	i	i
COc1cc(OC)cc(C(=O)NCC(=O)N2CCCCC2)c1	3.6	i	i	i	i	i	1.6	i	i	i	i
O=C(NNS(=O)(=O)c1ccc(Cl)cc1)c1cccc(S(=O)(=O)N2CCOCC2)c1	10.4	i	i	i	i	i	2.8	i	i	i	i
CN(C)C(=O)C1CCC(=O)N1Cc1cccs1 (stereo not drawn)	2.2	i	i	i	i	i	-0.7	i	i	i	i
Cn1ncc([N+](=O)[O-])c1C(=O)Nc1nccs1	2.6	i	i	i	i	i	3.1	i	i	i	i
CCc1ccc(/C=C2/SC(=S)N(CCC(=O)Nc3cccc(C(=O)O)c3)C2=O)cc1	7.6	i	i	i	i	i	-5.3	i	i	i	i
CCOC(=O)NC(=O)c1cn(Nc2ccccc2)c(=O)[nH]c1=O	1.6	i	i	i	i	i	-11.0	i	i	i	i
O=C1CC(N2CCN(c3ccc(F)cc3)CC2)C(=O)N1c1ccc(F)cc1 (stereo not drawn)	4.9	i	i	i	i	i	-7.3	i	i	i	i
Cc1ccc(N(CC(O)CN2CCCCC2)S(=O)(=O)c2ccccc2[N+](=O)[O-])cc1 (stereo not drawn)	4.3	i	i	i	i	i	-1.3	i	i	i	i
Cc1ccc2[nH]c3c(=O)n(CCC4=CCCCC4)cnc3c2c1	2.4	i	i	i	i	.	-7.7	i	i	i	i
CC(=O)N/C(N)=N/c1nc2cc(C)ccc2o1	-4.4	i	i	i	i	i	4.6	i	i	i	i
Cc1cc2occ(CC(=O)NNC(=O)c3ccccc3)c2cc1C	2.4	i	i	i	i	i	0.0	i	i	i	i
CCOCCCNCc1ccc(OCc2ccccc2Cl)cc1	3.4	i	i	i	i	i	-0.8	i	i	i	i
Cc1sc(N2C(=O)C3C4C=CC(C4)C3C2=O)c(C#N)c1C (stereo not drawn)	8.3	i	i	i	i	i	.	i	i	i	i
Cc1ccc(-n2cc(CNC(C)c3cnn(C)c3)c(-c3ccc(F)cc3)n2)cc1 (stereo not drawn)	-1.9	i	i	i	i	i	-3.3	i	i	i	i
Cc1cc(NC(=O)Cn2c(=O)n(Cc3ccccc3)c(=O)c3ccccc32)no1	17.7	i	i	i	i	i	3.5	i	i	i	i
COc1ccc(-c2csc(NC(=O)COC(=O)Cc3ccc(Cl)cc3Cl)n2)cc1	10.2	i	i	i	i	.	.	i	i	i	i
O=C(NCCc1ccccc1)c1ccc(CS(=O)Cc2cccc(Cl)c2)o1 (stereo not drawn)	-1.4	i	i	i	i	i	-1.0	i	i	i	i
Cc1ccc(-n2c(Cn3ncc4ccccc4c3=O)n[nH]c2=S)cc1	-2.2	i	i	i	i	i	0.3	i	i	i	i
CCOCCCNC(=O)C(=O)NCCCOCC	3.8	i	i	i	i	i	-0.3	i	i	i	i
CCOC(=O)CNC(=O)c1sc(NC(=O)c2cccc(F)c2)nc1C	12.5	i	i	i	i	.	7.5	i	i	i	i
O=C(CN1CCOCC1)Nc1ncc(Cc2cccc(Cl)c2Cl)s1	.	i	i	i	i	i	-2.9	i	i	i	i
Cc1nc(-c2ccccn2)nc(SCC(=O)N2CCOCC2)c1Cl	0.8	i	i	i	i	i	0.0	i	i	i	i
CN(c1ccc(C(=O)NCC2CCCO2)cc1)S(=O)(=O)c1ccccc1 (stereo not drawn)	-3.1	i	i	i	i	i	-1.7	i	i	i	i
CCOC(=O)c1ccc(Nc2nnc(C(C)(C)C)c(=O)[nH]2)cc1	-0.8	i	i	i	i	i	9.1	i	i	i	i
O=C(Cc1cccs1)N1CCN(S(=O)(=O)c2ccccc2)CC1	-2.3	i	i	i	i	i	-3.2	i	i	i	i
Cn1nnnc1NCc1c(F)cccc1Cl	-0.8	i	i	i	i	i	4.9	i	i	i	i
COCCn1c(C(=O)N2CCCC2)cc2c1C[C@H]1CN(C(=O)c3ccccc3)[C@@](Cc3ccc(F)cc3)(C(=O)OC)[C@@H]21	.	i	.	i	i	.	1.5	i	.	.	.

(more compounds)
SMILES	SKKanGAS inh	TMEM16A inh	RGS4 block	MrgX1 ag	MrgX1 antag	TMEM16A act	HDAC3 inhib	MrgX1 PAM	RGS4 pot	TRPC6 activator	TRPC6 inhibitor
O=[N+]([O-])c1cccc(/C=N/Nc2nc(NCc3ccccc3)nc(N3CCOCC3)n2)c1O	15.0	i	i	33.9*	i	i	1.3	i	i	i	i
COc1ccc(S(=O)(=O)N(C)c2ccc(C(=O)NC3CCCC3)cc2)cc1	3.1	i	i	i	i	i	1.2	i	i	i	i
Nc1cc(=O)[nH]c(SCC(=O)Nc2cc([N+](=O)[O-])ccc2Cl)n1	3.3	i	i	i	i	i	1.5	i	i	i	i
CCO[C@H]1OC(C(N)=O)=C[C@@H](C(C)(C)C)[C@@H]1CCCO	-0.6	i	i	i	i	i	-15.0	i	i	i	i
Cc1csc(Sc2ccc(C(=O)OCC(=O)Nc3ccc(F)cc3[N+](=O)[O-])cc2[N+](=O)[O-])n1	-3.1	i	i	i	i	i	7.3	i	i	i	i
COc1ccc(S(=O)(=O)N2CCN(S(=O)(=O)c3ccc4c(c3)OCCO4)CC2)cc1C	1.4	.	i	.	.	i	.	.	i	i	i
COc1ccccc1/C=N/Nc1cc(C)nc2ccc(C)cc12	-0.4	i	i	i	i	i	-1.0	i	i	i	i
